Integrin act MD: activators of alpha7 integrin expression for muscular dystrophy; alpha7betagal myoblasts, beta-gal FDG fluorescence, 48 h; Potency, µM (top dose mostly 38.3 µM), inactives show at the highest dose activation, hits mostly activators; 350,000 tested, 0.064% active; AID 624291;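 also: potency is read from the fitted curve at half-maximal effect; 100% = response of the positive control SU9516; nearly all actives have a fitted effect of over 60% in size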
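Alpha7betagal+/- myoblasts (passage 13) were plated 16-24 hr, then exposed to compounds (1:260 dilution of DMSO stock) for 48 hours at 37C. After MPER lysis, β-galactosidase reporter activity was read as FDG fluorescence (ex 480/em 540) after 30 minutes.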
BRCA1 expr up: activators of BRCA1 expression; MCF7-BRCA1-FFLuc reporter, luminescence, 48 h; response scale: scaled: vehicle 0%, 10 µM genistein 100%; Potency, µM (titrated, usually from 46.1 µM), for the others: top-dose activation, usual class: activators; 380,000 tested, 1.1% active; also: potency is read from the fitted curve at half-maximal effect; nearly all actives have a fitted effect of over 80% in size; some results filed as inactive show a strong effect at the top dose
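Luminescence from a BRCA1-driven firefly luciferase in MCF7 cells was read after 48 h compound exposure at 37 C. Data normalized against DMSO and a 10microM genistein activation control, then curve-fitted across the titration.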
TRPV1 agonist: human TRPV1 agonism | Q8NER1 | 320,000 tested, 0.19% active | TRPV1-expressing cells, Fluo-8 calcium influx, agonist mode | activation, % at 8.33 µM; in the data active = activation above about 80%; inconclusive = between about 30% and that limit; also: 0% is about no effect
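Fluo-8 calcium influx in TRPV1-expressing cells, kinetic read (ex 480/em 520 nm). Compound added and read 3 min for agonist activity, followed by capsaicin at EC20 final and 2 min further read for enhancement.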
ELG1 genotoxic: genotoxicity induction in ELG1-luciferase HEK293T cells | HEK293T ELG1-luciferase reporter, luminescence, 16 h | Potency, µM (top dose mostly 46 µM), for the others: at the highest dose activity change, positive = activation, hits mostly activators | 330,000 tested, 1.3% active | AID 504466; also: potency is read from the fitted curve at half-maximal effect; % of control where 0% means no effect; nearly all actives have a fitted effect of over 60% in size
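Genotoxic stress is detected as increased luminescence from luciferase-tagged ELG1 in HEK293T cells, measured with ONE-Glo after a 16 hr treatment at 37 °C.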
p53 reactivator: re-activators of mutant p53; H1299 p53-A138V BP100-luciferase reporter, luminescence, 24 h; Potency, µM (doses to about 92.2 µM), for inactives: at the top dose activity change, positive = activation, actives largely listed as activators; 320,000 tested, 0.063% active; AID 504706; also: potency is read from the fitted curve at half-maximal effect; % of control where 0% means no effect; nearly all actives have a fitted effect of over 45% in size
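p53-null H1299 cells stably carrying temperature-sensitive p53-A138V and a BP100-luciferase reporter were pinned with compounds (4-point, 1:5 series) and held 24 hrs at 37 deg C. Luminescence was read 10 min after detection reagent.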
S-ASM inh: inhibitors of human secretory acid sphingomyelinase. P17405. placental ASM, HMU-PC fluorogenic substrate, 60 min. Potency, µM (highest dose often 57.5 µM), for inactives: at the top dose activity change, negative = inhibition, most hits filed as inhibitors. 340,000 tested, 0.006% active; also: potency is read from the fitted curve at half-maximal effect
Target sequence (P17405 47-631 limits assumed): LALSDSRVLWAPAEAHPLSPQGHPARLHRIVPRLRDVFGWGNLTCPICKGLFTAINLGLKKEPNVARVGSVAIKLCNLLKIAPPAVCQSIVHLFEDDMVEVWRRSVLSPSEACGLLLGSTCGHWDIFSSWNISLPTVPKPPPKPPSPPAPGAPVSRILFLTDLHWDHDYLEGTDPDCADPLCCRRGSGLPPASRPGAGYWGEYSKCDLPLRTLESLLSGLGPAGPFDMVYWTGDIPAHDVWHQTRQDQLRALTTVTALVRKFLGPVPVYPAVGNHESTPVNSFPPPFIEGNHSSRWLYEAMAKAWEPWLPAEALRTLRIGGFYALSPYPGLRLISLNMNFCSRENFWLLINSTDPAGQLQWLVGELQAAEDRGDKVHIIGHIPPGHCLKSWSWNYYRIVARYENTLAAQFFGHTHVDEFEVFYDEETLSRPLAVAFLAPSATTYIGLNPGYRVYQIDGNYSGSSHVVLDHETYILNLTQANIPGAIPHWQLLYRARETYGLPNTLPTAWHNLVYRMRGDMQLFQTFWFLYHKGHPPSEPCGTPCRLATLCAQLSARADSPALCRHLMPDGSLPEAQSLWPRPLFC
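Fluorescence read-out (Ex 386 nm, Em 447 nm) after stopping the reaction at pH 10. Enzyme: ASM from human placenta; substrate HMU-PC0, 9 uM final; 60 min, 37 °C. Compound preincubation 10 min, ambient temperature.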
USP2a inh: USP2a (human) protease inhibition; Potency, µM (titrated, usually from 38.3 µM), for the others: at the top dose activity change, negative = inhibition, hits mostly inhibitors; O75604; USP2 core, Ub-CHOP2 coupled fluorogenic reporter, 485/531; 330,000 tested, 0.01% active;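 also: potency is read from the fitted curve at half-maximal effect; plate controls were DMSO wells for no effect and full inhibition by NEM control for full effect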
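Deubiquitinase activity read as fluorescence (485/531 nm) after Ub-CHOP2 cleavage activates the enterokinase reporter on its substrate; USP2 core 10nM, Ub-CHOP2 and substrate 25nM each, 30min compound preincubation then 60min RT; data normalized to NEM, curves fitted.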
Eya2 phos inh: Eya2 (human) phosphatase inhibition | O00167 | recombinant Eya2, OMFP fluorescence dephosphorylation (OMFP is methylfluorescein phosphate) | Potency, µM (series often up to 76.9 µM), without a hit: at the top dose activity, negative = inhibition, hits mostly inhibitors | 330,000 tested, 0.006% active | AID 488837; also: potency is read from the fitted curve at half-maximal effect; % is scaled to controls: 0 for no effect and ±100 for the full control effect
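Eya2 (0.2 uM) preincubated 10 min at ambient with compound, then OMFP substrate added at 50 uM; 10 min reaction in 50 mM HEPES pH 7.5, 50 mM NaCl, 5 uM MgCl2, 0.05% BSA, 1 mM DTT. Fluorescence read at Ex 485/Em 525 nm.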
uPA generation: cell surface uPA generation inhibition. cell surface uPA generation assay, qHTS. 330,000 tested, 0.31% active. AID 540303. Potency, µM (titrated, usually from 38.3 µM), for inactives: at the top dose activity change, negative = inhibition, hits mostly inhibitors; active = well fitted inhibition curve with a large enough effect; inconclusive = small, poorly fitted or top-dose-only effect; inactive = no such curve, though single readings can be large or run the other way; tested in mouse RAW 264.7 cells; also: potency is read from the fitted curve at half-maximal effect; % is scaled to controls: 0 for no effect and ±100 for the full control effect; nearly all actives have a fitted effect of over 55% in size
B2AR arrestin: recruits beta-arrestin to the human beta2-adrenergic receptor; P07550; beta-arrestin recruitment to beta2AR, cell-based reporter; Potency, µM (highest dose often 46.1 µM), inactives show at the highest dose activation, hits mostly activators; 330,000 tested, 0.02% active;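 also: potency is read from the fitted curve at half-maximal effect; 0% = DMSO controls and full agonism = EC100 isoproterenol or metaproterenol; nearly all actives have a fitted effect of over 65% in size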
TSG101-PTAP inh: blocks PTAP/TSG101 interaction to inhibit HIV-1 budding. Fluorescence polarization, FITC-PTAP peptide / Tsg101 binding. AID 493005. Q99816. 340,000 tested, under 10 active. Potency, µM (highest dose often 115 µM), for the others: top-dose activity change, negative = inhibition, most hits filed as inhibitors; active = well fitted inhibition curve with a large enough effect in the main read-out, with a control signal flat, not every such curve was filed as active; inconclusive = small, poorly fitted or top-dose-only effect, or effect the other way, or a change in a side signal; inactive = no such curve, though single readings can be large or run the other way; also: potency is read from the fitted curve at half-maximal effect; % of control where 0% means no effect
Target sequence (Q99816 whole entry, looked up): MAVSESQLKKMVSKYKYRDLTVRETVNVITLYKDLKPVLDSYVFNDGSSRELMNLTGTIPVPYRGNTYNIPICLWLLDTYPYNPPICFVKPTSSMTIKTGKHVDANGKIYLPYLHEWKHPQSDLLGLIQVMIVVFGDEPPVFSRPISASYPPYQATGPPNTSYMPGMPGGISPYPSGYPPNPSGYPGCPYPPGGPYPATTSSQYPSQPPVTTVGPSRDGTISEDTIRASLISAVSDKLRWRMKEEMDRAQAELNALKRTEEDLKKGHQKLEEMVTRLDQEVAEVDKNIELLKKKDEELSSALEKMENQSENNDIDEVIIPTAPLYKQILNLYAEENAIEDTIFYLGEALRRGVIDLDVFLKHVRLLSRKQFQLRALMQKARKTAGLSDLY
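Fluorescence anisotropy tracks displacement of a FITC-tagged PTAP peptide (50 nM) from the Tsg101 binding domain (10 uM), following a 20 min room-temperature incubation at pH 7.5.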
* = called active by the depositor; ? = inconclusive; . = no result given; & = joins results of further samples; [ ] = dose if it differs, or a comment. Unless noted, calls follow the shape of the dose curve; as a rule, active = well fitted curve in the direction sought with a large enough effect; inconclusive = small, poorly fitted or top-dose-only effect, or another doubt; inactive = no such curve, though single readings can be large; an effect the other way counts as inactive or inconclusive.

entry	structure	Integrin act MD	BRCA1 expr up	TRPV1 agonist	ELG1 genotoxic	p53 reactivator	S-ASM inh	USP2a inh	Eya2 phos inh	uPA generation	B2AR arrestin	TSG101-PTAP inh
1	O=c1[nH]c(Nc2ccc3c(c2)OCCO3)nnc1Cc1ccc(Cl)cc1	30%	-16%	2	-7%	-2%	-2%	0%	-12%	3%	0.0%	-1%
2	CCOc1ccccc1N(CC(=O)NCCSc1ccccn1)S(=O)(=O)c1ccccc1	11%	-27%	?	-14%	-2%	-1%	0%	-5%	0%	-0.1%	2%
3	C=CCn1cc(C(=O)N2CCN(C)CC2)c(=O)c2cc(S(=O)(=O)N(CC)CC)ccc21	?	-22%	0	0%	-3%	5%	2%	5%	1%	0.5%	-3%
4	COc1ccc(C(=O)Nc2ccc(S(=O)(=O)NC(C)(C)C)cc2)cc1[N+](=O)[O-]	-4%	-30%	0	-1%	1%	-4%	3%	1%	-17%	0.1%	-4%
5	O=C(CCc1nnc(CCCCc2ccccc2)o1)NCCC1CCCCO1 (stereo not given)	-15%	-18%	1	2%	-1%	-2%	-1%	-7%	-4%	0.2%	-1%
6	C=CCn1c(SCC(=O)NC(=O)Cc2ccccc2)nnc1-c1ccccc1F	0%	12%	.	6%	-3%	2%	3%	1%	3%	-0.3%	2%
7	CCNc1nc(NCC)n2c(SCC(=O)Nc3ccc(C(F)(F)F)cc3[N+](=O)[O-])nnc2n1	-23%	-17%	0	1%	-2%	-2%	0%	-3%	22%	-0.4%	1%
8	CCCC(=O)N1CCN(c2ccc(NC(=O)c3ccc4c(c3)OCCO4)cc2)CC1	-73%[inhibitor]	-14%	1	-11%	-15%	9%	1%	-6%	2%	-0.9%	1%
9	COc1cc(OC)c(C2Oc3nc(SC)nnc3-c3ccccc3N2C(C)=O)cc1OC (stereo not given)	0%	6%	1	2%	-3%	-7%	-1%	-13%	10%	0.1%	-8%
10	CCN(CC)Cc1cc(C(C)(C)C)cc(N2CCOCC2)c1O	2%	-18%	.	.	.	-3%	.	.	0%	.	0%
11	Cc1ccc(/C=N/NC(=O)Cc2ccc(O)cc2)s1	0%	64%	9	13%	5%	-1%	-1%	-9%	-8%	0.4%	-5%
12	COC(=O)[C@]1(C)N[C@H](CN(C)C(=O)Nc2ccc(Cl)cc2)[C@@H]2C(=O)N(C)C(=O)[C@@H]21	11%	-3%	.	2%	1%	0%	-3%	-36%	2%	-1.0%	-5%
13	CCCSc1nc(SCC(=O)NCc2ccccc2)c2c3c(sc2n1)COC(C)(C)C3	28%	-3%	13	0%	-1%	0%	-2%	-13%	.	0.4%	-2%
14	CC(C)CN(Cc1c(O)ccc2ccccc12)CC(C)C	-19%	0%	0	0%	-6%	95%[activator]	0%	13%	1%	-0.2%	-2%
15	Cc1ccc(S(=O)(=O)N2CCN(C(=O)COC(=O)COc3ccccc3)CC2)cc1	3%[7.66 µM]	1%	-1	1%	9%	0%	-7%	3%[15.4 µM]	-1%	-0.3%	-5%
16	O=c1[nH]c(/C=C/c2ccc(OC(F)F)cc2)nc2c1cnn2-c1ccccc1	9%	-44%	2	?	11%	44%[activator]	2%	6%	-3%	-0.1%	-1%
17	Cc1cccc(C)c1NC(=O)CNC(=O)c1ccc(COc2ccccc2)cc1	0%	22%	2	0%	16%	2%	1%	9%	-14%	0.0%	-3%
18	NC(=O)CCCC1=NS(=O)(=O)c2ccccc2N1	-14%	0%	-1	-1%	-7%	0%	5%	-3%	1%	0.0%	-2%
19	COCCNC(=O)c1cc(Br)ccc1Cl	-15%	2%	0	-1%	7%	3%	0%	14%	-3%	-0.1%	-5%
20	COc1ccc(OC)c(NC(=O)CSc2nn3c(=O)c(C)nnc3s2)c1	0%	-3%	1	-2%	-8%	1%	-1%	12%	2%	-0.6%	-1%
21	CCOC(=O)/C(=N\Nc1ccccc1[N+](=O)[O-])c1csc(N)n1	2%	-20%	-1	2%	-4%	-8%	1%	-7%	-11%	0.3%	6%
22	C/C(=N/NC(=O)c1ccc(C)s1)c1cccc(NC(=O)c2ccoc2C)c1	0%	70%	-5	-19%	-16%	-21%	-19%	-8%	-7%	3.2%	-6%
23	CC1CCCCN1S(=O)(=O)c1coc(C(N)=O)c1 (stereo not given)	-3%	9%	.	1%	-1%	0%	1%	-3%	17%	-0.5%	0%
24	Cc1cc(=O)oc2c1ccc1oc(/C(=N/O)c3ccccc3)c(C)c12	9%	-49%	0	-11%	-13%	-25%	-5%	-20%	0%	5.6%	-3%
25	CCOc1ccc(S(=O)(=O)NCCN2CCOCC2)c2ccccc12	5%	-6%	-12	0%	-9%	5%	-1%	2%	9%	-0.1%	1%
26	COc1cc(C(=O)NCCN2C(=O)S/C(=C\c3cccs3)C2=O)cc(OC)c1OC	11%	70%	1	-2%	19%	-10%	12%	5%	-5%	0.0%	-6%
27	CC(C)C(NS(=O)(=O)c1cccc(C(F)(F)F)c1)C(=O)O (stereo not given)	-11%	13%	0	0%	0%	0%	-1%	11%	-2%	-0.7%	-7%
28	Cc1cc2c(=O)n(CC(=O)N3CCN(c4ccc(F)cc4)CC3)cnc2s1	-20%	-11%	4	-2%	-11%	-1%	0%	-10%	-4%	-0.3%	-6%
29	Cc1csc(CNc2ncnc3ccc(-c4cccc(Cl)c4)cc23)c1	.	-27%	.	-6%	-4%	-28%	-2%&1%	-4%&6%	-6%	0.3%&-2.2%	-1%
30	CCOC(=O)c1c(C)oc2cc(Cl)c(O)c(CN(C)C)c12	-6%	-1%	-6	?	?	0%	1%	-7%	-2%	-1.1%	-5%
31	Cc1cc(-n2cnnn2)cc(C)c1S(=O)(=O)N(C)c1ccccc1	-4%	-11%	0	-1%	-3%	-3%	1%	5%	-3%	-0.3%	-4%
32	N#Cc1cc2ccccc2nc1SCc1cccnc1	8%	2%	9	0%	0%	1%	1%	1%	-6%	-0.3%	.
33	COc1cc(/C=C/C(=O)OCC(=O)c2ccc(S(=O)(=O)N3CCCCC3)cc2)cc(OC)c1OC	28%	-10%	-5	3%	4%	.	2%	-10%	21%	-0.3%	-2%
34	Cc1nc(CN(C)C(=O)c2ccccc2OC2CCN(S(C)(=O)=O)CC2)cs1	12%	0%	4	0%	-1%	8%	1%	6%	-2%	-0.6%	1%
35	COCCNC(=S)N/N=C/c1c2ccccc2cc2ccccc12	43%	-17%	5	-5%	6%	22%	0%	8%	-3%	7.4%	?
36	O=[N+]([O-])c1cccnc1NCCc1c[nH]c2ccccc12	37%	?	-1	13µM*	25%	-5%	2%	10%	8%	-0.1%	-7%
37	COC(=O)c1ccc(COC(=O)[C@@H]2CC(O)CN2S(=O)(=O)c2ccccc2[N+](=O)[O-])cc1 (stereo not given in full)	18%	-2%	-2	0%	-3%	-1%	2%	18%	-16%	-0.4%	-1%
38	CNS(=O)(=O)c1ccc(NC(=O)c2ccc(Cl)cc2Cl)cc1	-3%	-4%	29	0%	-10%	-1%	4%	-22%	0%	-1.4%	0%
39	COc1cc(/C=N/NC(=O)c2ccc(COc3ccccc3Cl)o2)cc(Br)c1O	-8%	-13%	-1	2%	4%	-11%	0%	-1%	0%	-0.4%	0%
40	CCCCn1c(SCC(=O)Nc2ccc3c(c2)CCC3)nc2ccccc2c1=O	10%	18%	-4	-1%	-1%	-11%	1%	11%	12%	0.0%	-1%
41	CCc1nnc(NC(=O)c2nc(S(=O)(=O)Cc3ccc(C)cc3)ncc2Cl)s1	-73%[inhibitor]	-42%	0	-25%	-28%	-4%	0%	9%	-3%	0.1%	-1%
42	COc1ccc(C(=O)NC(=S)NCc2ccco2)cc1Br	-38%	-28%	4	1%	1%	-11%	2%	-11%	0%	8.3%	-3%
43	ON=C1c2ccccc2-c2ccc(F)cc21	23%	-16%	.	.	.	-8%	.	.	6%	.	1%
44	CCCCCOC(=O)CCN1C(=O)/C(=C2\SC(=S)N(CCC(=O)OCCCCC)C2=O)SC1=S	22%	3%	-3	-3%	5%	-1%	0%	?	-3%	-0.4%	0%
45	CCc1nccn1S(=O)(=O)c1ccccc1[N+](=O)[O-]	-17%	-5%	4	1%	.	3%	1%	-3%	-12%	0.3%	-4%
46	CCOC(=O)C(Cc1ccccc1)c1ccnc2nc(N)nn12 (stereo not given)	8%	-1%	4	1%	6%	4%	-1%	4%	-21%	2.9%	-6%

Compound activity: PubChem, National Center for Advancing Translational Sciences (NCATS)
